APOBEC3A inh – inhibitors of human APOBEC3A DNA deaminase | recombinant A3A, FAM/TAMRA ssDNA deamination fluorescence | AID 493011 | P31941 | 330,000 tested, 0.41% active | inhibition, % at 20 µM;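 active means at least 40% inhibition at 20 µM here, with at most 30% in a related deaminase screen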;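 further: plate controls were A3A with DMSO for no effect and wells lacking A3A enzyme for full effect; some results filed as inactive read as strong as hits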
Target sequence (P31941 whole entry, looked up): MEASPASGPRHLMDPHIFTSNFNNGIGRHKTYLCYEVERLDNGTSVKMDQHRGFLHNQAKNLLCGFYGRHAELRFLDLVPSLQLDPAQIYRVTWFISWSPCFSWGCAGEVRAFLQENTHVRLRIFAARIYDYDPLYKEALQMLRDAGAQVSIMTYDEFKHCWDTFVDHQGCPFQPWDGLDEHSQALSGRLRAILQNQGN
SENP1 inh – inhibitors of human SENP1 SUMO protease catalytic domain | Q9P0U3 | recombinant SENP1 catalytic domain, CyPet-SUMO1-YPet FRET cleavage | inhibition, % at 10 µM | 360,000 tested, 0.21% active | AID 624204;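 active means inhibition at least 30% at 10 µM, raw YFP signal under a set limit, fluorescence ratio 0.5 to 1.5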;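 further: 0% = enzyme with DMSO and 100% = no enzyme wells; some results filed as inactive read as strong as hits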
Target sequence (Q9P0U3 419-644 limits assumed): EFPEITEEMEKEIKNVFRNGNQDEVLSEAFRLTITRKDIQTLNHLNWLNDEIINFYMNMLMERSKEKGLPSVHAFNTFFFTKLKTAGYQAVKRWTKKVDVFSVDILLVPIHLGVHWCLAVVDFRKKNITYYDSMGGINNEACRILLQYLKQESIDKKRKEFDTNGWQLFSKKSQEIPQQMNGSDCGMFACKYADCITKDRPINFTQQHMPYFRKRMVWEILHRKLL
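Controls: no-enzyme wells low, DMSO-plus-enzyme wells high control. Test system: human recombinant His6-tagged SENP1 catalytic domain enzyme. Reagent: SFCypet-SUMO1-SFYpet FRET protein substrate, 25 nM final. Doses: one dose per compound, 10 µM, 0.5% DMSO. Detection: FRET, CFP and YFP emission. Timing: 50 min reaction at room temperature.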
MIN6 prolif – MIN6 beta-cell proliferation induction | MIN6 cells proliferation, ATPlite luminescence, 48 h; cells starved in 0.2% serum; 100% = growth in 10% serum | proliferation, % at 10 µM | 330,000 tested, 0.29% active;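 active means compounds whose signal lies at least 3.5 SD above the mean of all wells on their plate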;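 further: 0% = DMSO-treated cells in low-serum medium and 100% = 10% serum control; some compounds called inactive have numbers as strong as hits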
hIAP act – increases human intestinal alkaline phosphatase activity. P09923. purified human IAP, CDP-Star luminescence, 30 min; hits give high values; 1 = vehicle-only enzyme, 0 = enzyme-free background. activation factor at 10 µM. 330,000 tested, 0.16% active. AID 2524;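 active means activation factor of the enzyme at least 2-fold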; further: the source names both 10 and 20 µM as test concentration; values of inactives mirror those of a sister screen read the other way
mIAP activ – mouse IAP activation. muIAP, CDP-Star luminescence, 30 min; hits give high values; 1 = vehicle-only enzyme signal, 0 = enzyme-free wells. activation factor at 10 µM. 330,000 tested, 0.24% active. AID 2805;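 active means activation factor of at least 2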; further: the source names both 10 and 20 µM as test concentration; values of inactives mirror those of a sister screen read the other way
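System: mouse IAP enzyme. Reagent: CDP-Star chemiluminescent phosphatase substrate. Benchmarks: DMSO wells, no-enzyme wells. Times: 30 min enzyme-substrate-compound incubation at room temperature. Detection: luminescence from enzymatic CDP-Star hydrolysis. Doses: test compounds delivered from DMSO solution.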
NLRP3 yeast inh – inhibitors of NALP3 inflammasome in yeast; Yeast reconstituted NLRP3/ASC/caspase-1, beta-gal luminescence, 24 h; inhibition, % at 10 µM; 330,000 tested, 0.39% active; AID 2825;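 active means inhibition of 50% or more; inactive means inhibition below 50%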;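 further: plate controls were induced DMSO wells for no effect and uninduced yeast grown without galactose for full effect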
A3G deaminase – APOBEC3G (human) deaminase inhibition; Q9HC16; recombinant A3G, ssDNA deamination FAM/TAMRA fluorescence; inhibition, % at 20 µM; 330,000 tested, 0.28% active; AID 493012;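 active means inhibition of at least 40% at 20 µM, with no more than 30% in the related APOBEC3A deaminase screen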;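 further: plate controls were DMSO wells with A3G for no effect and wells lacking A3G enzyme for full effect; some compounds called inactive have numbers as strong as hits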
Target sequence (Q9HC16 whole entry, looked up): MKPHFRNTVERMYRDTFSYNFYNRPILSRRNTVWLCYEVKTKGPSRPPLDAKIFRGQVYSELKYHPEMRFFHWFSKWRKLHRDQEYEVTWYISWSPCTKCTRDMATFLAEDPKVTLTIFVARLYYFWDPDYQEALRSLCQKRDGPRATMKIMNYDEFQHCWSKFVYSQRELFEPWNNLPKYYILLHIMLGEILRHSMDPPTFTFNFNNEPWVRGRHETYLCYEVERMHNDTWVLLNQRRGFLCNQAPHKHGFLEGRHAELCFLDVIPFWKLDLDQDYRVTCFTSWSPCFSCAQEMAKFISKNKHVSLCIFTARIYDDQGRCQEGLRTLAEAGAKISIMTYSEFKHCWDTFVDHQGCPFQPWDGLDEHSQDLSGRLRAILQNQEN
mIAP inh – mouse IAP inhibition | 330,000 tested, 0.2% active | purified mouse IAP, CDP-Star luminescence, 30 min | inhibition, % at 10 µM;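 active means inhibition of at least 40% at 10 µM in the primary screen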;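 further: plate controls were DMSO with enzyme for no effect and no enzyme wells for full effect; values of inactives mirror those of a sister screen read the other way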
hIAP inh – blocks human intestinal alkaline phosphatase; P09923; purified IAP, CDP-Star luminescence, 30 min; inhibition, % at 10 µM; 330,000 tested, 0.12% active;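 active means inhibition reaching a set limit with compound at 10 µM in the primary screen, cut at about 35% in these data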;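 further: plate controls were DMSO wells with enzyme for no effect and no-enzyme buffer wells for full effect; values of inactives mirror those of a sister screen read the other way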
Starred values were filed as active, the others as inactive; . = not tested or not shown. Only part of the results is shown; count on the stated rates, not on these rows.

SMILES | MIN6 prolif | hIAP act | NLRP3 yeast inh | hIAP inh | mIAP activ | mIAP inh | SENP1 inh | APOBEC3A inh | A3G deaminase
CCOc1ccccc1OCCN1CCCC1 | -1 | 1.1 | 18 | -6 | 0.97 | 3 | 1 | 1 | -1
COCCn1nnnc1CN1CCN2CCCC2C1 (configuration not stated) | -2 | 0.86 | 12 | 14 | 1.1 | -5 | -1 | 0 | 0
COc1cccc(NC(=O)/C=C/c2ccc(S(=O)(=O)N3CCOCC3)cc2)c1 | -4 | 1.1 | 19 | -6 | 1.1 | -7 | 1 | -1 | -7
CN1CCN(c2ccc(-c3ccnn3C(=O)Nc3ccccc3)cc2)CC1 | 2 | 1 | 12 | -4 | 1 | -1 | 2 | 0 | -4
COC(=O)c1c(C(=O)OC)c2n(c1C)CCC2 | -3 | 0.95 | 3 | 5 | 0.98 | 2 | 3 | -5 | -3
COc1cc(C2CC(=O)C=C(O)C2)cc(OC)c1OC (configuration not stated) | 2 | 1.1 | 4 | -12 | 0.93 | 7 | -3 | -4 | -6
COc1cc(C(=O)N2CCN(C3CCC(C)CC3)CC2)cc(OC)c1OC (configuration not stated) | 1 | 1.2 | 8 | -21 | 0.99 | 1 | 0 | -7 | -4
CCN1CCCC1CNc1ncnc2c1[nH]c1ccc(Cl)cc12 (configuration not stated) | -6 | 1.2 | 10 | -16 | 1.2 | -21 | -8 | 7 | 5
CC1(C)OC(=O)N(Cc2ccco2)C1(C)O (configuration not stated) | 0 | 0.89 | 2 | 11 | 0.94 | 6 | -3 | -1 | -3
COc1ccc(CC(=O)NCC(=O)NC(Cc2ccccc2)C(=O)O)cc1 (configuration not stated) | 0 | 0.92 | 18 | 8 | 0.97 | 3 | 0 | 1 | -5
COCCCNC(=O)c1ccc(Cn2c(=O)c3ccccc3n(CC(=O)NCc3ccco3)c2=O)cc1 | 1 | 0.93 | -1 | 7 | 0.98 | 2 | 1 | 5 | 0
COC(=O)c1ccc(NS(=O)(=O)c2ccc(Cl)cc2)o1 | 0 | 1.1 | 17 | -11 | 1.1 | -7 | -8 | 4 | -1
O=C(COC(=O)Cc1ccc(Br)cc1)NC1CCCCC1 | 1 | 0.87 | 6 | 13 | 1 | 0 | 5 | 6 | 1
Cc1cccn2cc(-c3cccc(S(=O)(=O)N4CCOCC4)c3)nc12 | -1 | 1.2 | 4 | -15 | 0.94 | 6 | -1 | -2 | -5
CC(=O)NC(NC(C)=O)c1cccc(OCc2ccccc2)c1 | 0 | 1 | 6 | -1 | 0.94 | 6 | 2 | -3 | -2
O=C(COc1ccccc1)N(Cc1cc2ccccc2[nH]c1=O)CC1CCCO1 (configuration not stated) | -3 | 0.86 | 6 | 14 | 1 | -2 | -1 | 4 | -2
O=C(OCC#CCSc1nc2ccccc2o1)c1cc2ccccc2o1 | -1 | 0.88 | 26 | 12 | 0.89 | 11 | 0 | -3 | -5
NC(=O)c1nc(C(=O)N2CCN(c3ccccc3)CC2)c2ccccc2n1 | -2 | 0.9 | 9 | 10 | 1.1 | -12 | 2 | 0 | -9
CC(C)CNC(=O)C1Nc2ccccc2C2C=CCC12 (configuration not stated) | -8 | 0.92 | 20 | 8 | 0.98 | 2 | -36 | 0 | 0
CCC(C)[C@H](NC(=O)OC(C)(C)C)C(=O)N/N=C/c1ccc2nccnc2c1 (some centres not stated) | -1 | 1.1 | 10 | -7 | 0.95 | 5 | 0 | -2 | -7
COc1ccc(-n2c(COc3ccc(C)cc3)n[nH]c2=S)cc1 | -2 | 1.4 | 7 | -43 | 1.1 | -5 | 1 | -7 | 11
Oc1ccc(Cl)cc1Nc1nc(NCC2CCCO2)c2ccccc2n1 (configuration not stated) | -7 | 1.1 | 17 | -8 | 0.96 | 4 | 2 | 1 | -11
O=C(CCNC(=O)Cn1cnc2ccccc2c1=O)NCCC1=CCCCC1 | -1 | 0.89 | 15 | 11 | 0.99 | 1 | 1 | -3 | -7
O=C(O)c1ccc(COCC(F)(F)F)cc1 | 0 | 1.2 | 29 | -21 | 0.96 | 4 | 1 | -5 | -7

One compound at a time (already shown).
Entry for COC(=O)c1ccc(NS(=O)(=O)c2ccc(Cl)cc2)o1 : MIN6 prolif = 0; hIAP act = 1.1; NLRP3 yeast inh = 17; hIAP inh = -11; mIAP activ = 1.1; mIAP inh = -7; SENP1 inh = -8; APOBEC3A inh = 4; A3G deaminase = -1
Entry for COc1cccc(NC(=O)/C=C/c2ccc(S(=O)(=O)N3CCOCC3)cc2)c1 : MIN6 prolif = -4; hIAP act = 1.1; NLRP3 yeast inh = 19; hIAP inh = -6; mIAP activ = 1.1; mIAP inh = -7; SENP1 inh = 1; APOBEC3A inh = -1; A3G deaminase = -7

(cont.)
SMILES | MIN6 prolif | hIAP act | NLRP3 yeast inh | hIAP inh | mIAP activ | mIAP inh | SENP1 inh | APOBEC3A inh | A3G deaminase
CC(CCCCCCCCC(=O)O)N(CCO)C(=O)OC(C)(C)C (configuration not stated) | -2 | 0.91 | -2 | 9 | 0.94 | 6 | 5 | -1 | -5
COc1ccccc1C(CNc1nc(C(F)(F)F)nc2ccccc12)N(C)C (configuration not stated) | -3 | 0.97 | 16 | 3 | 0.91 | 9 | 1 | -1 | -2
CN(C)S(=O)(=O)c1cccc(NC(=S)N2CCc3ccccc32)c1 | -1 | 0.97 | -1 | 3 | 0.95 | 5 | -2 | 2 | -7
Cc1cccc(NS(=O)(=O)c2ccc(C(C)(C)C)cc2)n1 | -1 | 1 | 16 | -4 | 1.1 | -12 | -2 | -2 | -6
CN(Cc1ccccc1NC(=O)c1ccc(S(=O)(=O)N(C)C)cc1)C1CCCCC1 | -2 | 1 | 12 | -1 | 1 | -1 | . | -8 | -10
CC(C)(C)OC(=O)C[C@H]1C/C=C\C[C@@H](CC(=O)N[C@@H](CO)Cc2ccccc2)C(=O)NC[C@H](c2ccccc2)OC1=O | -4 | 0.98 | 22 | 2 | 0.98 | 2 | 2 | 5 | -3
COc1ccc(N2CCN(c3nc(C)c(C)c(=O)[nH]3)CC2)cc1 | -3 | 1.2 | 17 | -16 | 0.93 | 7 | 0 | -6 | -2
CCN1CCN(C(=S)NCC(C)C)CC1 | 0 | 0.87 | 18 | 13 | 0.96 | 4 | 3 | -1 | -9
Cc1cc(Cl)ccc1Oc1nc(-c2ccc(F)cc2)ccc1C#N | -5 | 1.1 | -2 | -6 | 0.91 | 9 | 0 | -5 | -9
Cc1ccc2ccc(C)[n+](CCCS(=O)(=O)[O-])c2c1 | -2 | 1.1 | 3 | -12 | 1 | -3 | 1 | 56 | 32
CC(C)Cc1nc2ccccc2[nH]1 | -5 | 1.4 | 1 | -41 | 1 | 0 | 1 | 0 | -4
COc1ccccc1NNC(=O)c1cccnc1Oc1ccccc1 | -1 | 0.99 | 21 | 1 | 1.1 | -9 | 0 | -3 | -2
COc1ccc(Nc2cc(C(=O)NC3CCCC3)c3ccccc3n2)c(OC)c1 | -1 | 0.87 | 8 | 13 | 0.88 | 12 | 4 | -3 | -2
CCCc1nc2cc(Cl)c([N+](=O)[O-])cc2o1 | -3 | 1.1 | -8 | -8 | 1.1 | -11 | 2 | -5 | -8
CCN1CCN(C(=O)C2CCN(C(=O)Nc3ccccc3)CC2)CC1 | -1 | 1 | 6 | -3 | 0.91 | 9 | 2 | 1 | 3
O=C(N/N=C/c1c(O)ccc2ccccc12)c1ccc(Br)o1 | -7 | 1.9 | 25 | -87 | 0.76 | 24 | -23 | -13 | -17
O=C(CSc1nccn1-c1cccc(Cl)c1)NO | 1 | 1.4 | -2 | -41 | 1.1 | -11 | -1 | -5 | -5
O=C(O)COc1ccccc1/C=N/NC(=O)CSc1nnc(SCc2ccccc2)s1 | -3 | 1.2 | -3 | -19 | 0.91 | 9 | 2 | 2 | -9
NC(=O)c1c[nH]c2ccccc12 | 5 | 0.97 | -10 | 3 | 1 | -4 | -1 | 34 | -5
C/C=C/C(=O)OCC(=O)Nc1ccc(OC)c(Cl)c1 | 0 | 0.79 | -11 | 21 | 0.93 | 7 | 1 | -4 | -2
CC(NC(=O)COC(=O)c1ccc2c(c1)OCO2)c1ccccc1 (configuration not stated) | -2 | 1 | 15 | 0 | 1.1 | -8 | 3 | 2 | -4
O=C(Nc1cccc(C(=O)NC2CCCC2)c1)c1ccccc1 | 0 | 0.96 | 36 | 4 | 1.1 | -14 | 0 | 4 | 5
CCC/C(=N\NC(=O)c1csc(C)c1C)c1cccs1 | -2 | 1.1 | 13 | -15 | 1.1 | -6 | -1 | -8 | -5
Cc1nn(C(=O)c2cccc([N+](=O)[O-])c2)c(C)c1Sc1ccccc1 | 1 | 1 | 3 | -2 | 0.98 | 2 | 2 | 13 | 2
CCSc1nnc(CNc2ccc(C)cc2)n1C | 4 | 0.9 | 6 | 10 | 0.97 | 2 | 1 | -2 | -6
CC(C)(C)CC(=O)N1CCN(c2ccc(S(=O)(=O)N3CCOCC3)cc2[N+](=O)[O-])CC1 | -1 | 0.84 | 30 | 16 | 0.97 | 3 | -3 | -3 | -6
Cc1cnc(C(=O)OCC(=O)c2ccc(F)cc2)cn1 | -4 | 1.1 | -1 | -7 | 0.96 | 4 | 2 | -4 | -4
Cc1cc(C)n2nc(SCC(=O)c3c(N)n(CC(C)C)c(=O)n(C)c3=O)nc2n1 | 1 | 0.98 | -6 | 2 | 1 | -2 | 0 | -3 | -6
Cc1nc2ccc(NC(=O)N3CCOCC3)cc2nc1C | -1 | 1 | 15 | -3 | 1.1 | -6 | 5 | 0 | -6
COc1cccc(C(=O)N2CCN(C(=O)c3cccs3)CC2)c1OC | 1 | 0.91 | 11 | 10 | 1.1 | -6 | 1 | 3 | 0
Cc1cc(C=O)c(C)n1-c1ccc(N2CCOCC2)cc1 | -3 | 1.1 | 27 | -7 | 1 | -4 | 1 | -5 | -9
N#CC1=C(N)Oc2cc(N)ccc2C1c1cc(Br)cs1 (configuration not stated) | -2 | 1.1 | 36 | -6 | 0.96 | 4 | -28 | 3 | -4
CCN(CC)C(=O)CSc1nc2ccc(NC(=O)CSc3nnc(COc4ccccc4C)n3C)cc2s1 | -2 | 1.1 | 4 | -12 | 1 | 0 | -3 | 1 | 0
CCN(CC)S(=O)(=O)c1ccc(Cl)c(C(=O)N2CCc3ccccc32)c1 | 1 | 1.1 | -2 | -13 | 1 | -1 | 0 | 0 | -4
CN(C)C(CNC(=O)CCCN1C(=O)c2cccc3cccc(c23)C1=O)c1ccccc1 (configuration not stated) | 0 | 0.99 | 10 | 1 | 1 | -1 | 3 | 0 | -6
